High-throughput results: PubChem, several laboratories
STK33 kinase inh = inhibitors of purified STK33 kinase, primary screen, biochemical, ADP-Glo luminescence, homogeneous, cell-free | Serine/threonine-protein kinase 33 (Homo sapiens), Q9BYT3 | MBP phosphorylation | inhibition, % at 10 µM | 320,000 tested, 0.073% active;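 active means inhibition at or above 25%, using the most active replicate where run in duplicate; inactive means inhibition below 25%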
Target sequence (Q9BYT3 whole entry, looked up): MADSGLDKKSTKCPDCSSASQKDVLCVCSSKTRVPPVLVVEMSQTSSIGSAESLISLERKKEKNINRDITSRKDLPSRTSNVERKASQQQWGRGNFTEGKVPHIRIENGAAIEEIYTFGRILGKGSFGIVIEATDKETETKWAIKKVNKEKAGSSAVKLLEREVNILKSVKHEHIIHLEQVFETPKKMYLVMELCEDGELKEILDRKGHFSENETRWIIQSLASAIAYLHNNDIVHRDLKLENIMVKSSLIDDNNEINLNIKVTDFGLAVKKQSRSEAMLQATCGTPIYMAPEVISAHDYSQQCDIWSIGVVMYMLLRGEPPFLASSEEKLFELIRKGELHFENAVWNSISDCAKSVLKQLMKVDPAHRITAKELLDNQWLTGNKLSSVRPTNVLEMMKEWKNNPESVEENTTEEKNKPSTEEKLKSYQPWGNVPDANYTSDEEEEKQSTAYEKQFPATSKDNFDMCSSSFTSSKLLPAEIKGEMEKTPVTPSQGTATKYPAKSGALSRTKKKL
OX1R antag = antagonists of human orexin 1 receptor (OX1R); 330,000 tested, 1.8% active; OX1R-expressing cells, FRET antagonist read-out; inhibition, % at 6.6 µM; Orexin/Hypocretin receptor type 1 (Homo sapiens), O43613; in the data active means inhibition mostly above about 38%, no sharp cut-off; inactive means mostly below about 40%;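 further: 0% = agonist challenge alone and 100% = reference antagonist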
Target sequence (O43613 whole entry, looked up): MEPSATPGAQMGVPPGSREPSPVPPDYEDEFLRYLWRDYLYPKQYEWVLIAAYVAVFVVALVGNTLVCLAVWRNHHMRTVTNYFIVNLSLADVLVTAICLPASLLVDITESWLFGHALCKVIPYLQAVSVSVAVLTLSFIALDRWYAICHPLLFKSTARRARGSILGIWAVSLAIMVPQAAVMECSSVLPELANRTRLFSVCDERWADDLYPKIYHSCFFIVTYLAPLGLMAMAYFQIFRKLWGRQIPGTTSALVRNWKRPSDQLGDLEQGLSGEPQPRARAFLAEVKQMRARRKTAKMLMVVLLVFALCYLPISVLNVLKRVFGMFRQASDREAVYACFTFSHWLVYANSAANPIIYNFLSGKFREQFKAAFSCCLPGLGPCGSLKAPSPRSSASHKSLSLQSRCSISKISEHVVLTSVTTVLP
* marks the source's active call; other numbers are inactive results; . = not tested or not shown.

SMILES	STK33 kinase inh	OX1R antag
COc1cc(C=O)ccc1Oc1nnnn1-c1ccc(C(N)=O)cc1	-1.1	9.1
COc1cc(CNC(C)c2ccccc2)cc(Br)c1OCc1ccc(F)cc1 (stereo unspecified)	1.2	11.6
Cn1c(CNC(=O)CNC(=O)c2ccccc2F)cc(=O)n(C)c1=O	-2.7	8.0
COCCCNC(=O)c1cc2cc(Br)ccc2oc1=O	-0.3	23.5
C=CCOc1ccc(C(=O)Nc2ccc3c(c2)n(C)c(=O)n3C)cc1	-1.2	.
Cc1nonc1CN(C)C(=O)c1ccc(OC2CCN(C(=O)c3cccnc3)CC2)cc1	0.6	27.2
COc1c(F)c(F)c(C(=O)O)c(Nc2cccc(C)c2)c1F	-0.4	36.2
COCCN(C(=S)Nc1cccc(OC)c1)C(C)c1cccs1 (stereo unspecified)	0.8	23.0
COc1ccc(NC(=O)C2CCCN(C(=O)Nc3ccc(F)cc3)C2)cc1OC (stereo unspecified)	-0.6	-0.2
CN(Cc1ccccc1)C(=O)C1CCN(S(=O)(=O)c2ccc3nc4c(c(C(=O)O)c3c2)CCCC4)CC1	0.1	14.1
CC1(OC(=O)c2cccs2)C(=O)C=C2C=C(c3ccsc3)OC=C2C1=O (stereo unspecified)	0.5	4.1
CCCCC(=O)N1CC(=O)Nc2ccc(F)cc2C1c1ccccc1 (stereo unspecified)	-1.2	-8.9
COc1ccc(CNC2CCCCC2C)c(OC)c1 (stereo unspecified)	-0.8	13.1
COc1ccc(CCNC(=O)COc2cccc3c2OC(C)(C)C3)cc1OC	4.4	12.8
c1ccc2oc(-c3csc(N4CCOCC4)n3)cc2c1	-1.6	24.4
CCOC(=O)N1CCC2(CC1)CC(=O)c1cc(O)ccc1O2	0.1	19.1
O=C(Nc1cccc(Cl)c1)c1cnc[nH]1	-0.1	2.7
C=CCn1c(SCC(=O)N2CCN(C(=O)c3ccco3)CC2)nc2sc(CC)cc2c1=O	-0.2	45.3
COc1ccc(OC)c(C2=CC(=O)C[C@H](c3ccc4c(c3)OCO4)C2)c1	-0.4	5.8
COc1ccc(/C=N\NC(=O)CNC(=O)C2COc3ccccc3O2)cc1[N+](=O)[O-] (stereo unspecified)	1.2	3.0
Cc1ccc(C)c(NC(=S)N2CCC(NC(=O)c3ccco3)CC2)c1	-0.1	2.7
C/C(=N/O)c1ccc2c(c1)OCCOCCOc1cc(/C(C)=N/O)ccc1OCCOCCO2	1.3	15.8
Cc1c(CC(=O)O)c(=O)oc2cc3oc4c(c3cc12)CCCC4	-1.1	13.1
COc1ccc2c(=O)cc(C(F)(F)C(F)(F)F)oc2c1	-1.3	5.2
Cc1cc(=O)oc(C)c1C(=O)OCC(=O)c1ccc2ccccc2c1	-2.1	11.6
CC1=CCC2COC(c3ccc[n+](Cc4ccccc4)c3)C1C2 (stereo unspecified)	0.4	26.4
CCOc1ccc(N(Cc2ccccc2F)C2=NC3CS(=O)(=O)CC3S2)cc1 (stereo unspecified)	-0.6	-4.9
COC(=O)Cc1ccc(NC(=O)c2ccc3c(c2)C(=O)N(Cc2ccco2)C3=O)cc1	-1.3	18.8
O=C(Cc1ccc(Cl)cc1)Nc1ccc(CN2CCCCC2)cc1	-2.6	0.5
O=C(C1CCCN(S(=O)(=O)c2cccc3nsnc23)C1)N1CCCCCC1 (stereo unspecified)	3.2	36.2
O=C(NCc1ccco1)c1cccc(-c2nnc(-c3ccccc3)o2)c1	-2.1	44.4
CCOc1ccc(-n2c(=O)c3c4c(sc3n(CC(=O)NCc3ccco3)c2=O)CCC4)cc1	-2.2	17.2
CC1Cc2ccccc2N1CC(=O)NCc1ccc2c(c1)OCO2 (stereo unspecified)	-0.3	31.5
COc1ccc(CN(C)CC(=O)Nc2ccc(Cl)cc2F)c(OC)c1	-0.2	8.5
Nc1nnnn1NCc1cccc(OCc2ccccc2)c1	0.2	27.2
COc1ccc(C(=O)CC(=O)C(=O)Nc2cc(OC)ccc2OC)cc1	-0.2	-2.9
CCOC(=O)C1CCN(c2ncnc3c2oc2ccccc23)CC1	0.1	61.8*
O=C1CCCCC1C(=O)c1cn(-c2ccc(Cl)c(Cl)c2)nn1 (stereo unspecified)	-3.0	14.6
O=C(NC1CCCC1)C(c1ccccn1)N(C(=O)c1csnn1)c1ccccc1F (stereo unspecified)	-0.8	17.0
Cc1ccccc1S(=O)(=O)Nc1ncc(C(F)(F)F)cc1Cl	-3.5	28.4
Cc1cccnc1NC(=O)CCCN1C(=O)c2ccccc2C1=O	-1.8	11.2
Oc1ccc(NC(=S)N=Nc2c(O)[nH]c3ccccc23)cc1	-0.4	91.8*
CC1Cc2cc(S(=O)(=O)N3CCC(C(N)=O)CC3)ccc2N1C(=O)C1CC1 (stereo unspecified)	-2.8	13.1
CCC(NS(=O)(=O)c1ccc(C)cc1)C(=O)N1CCOCCOCCOCC1 (stereo unspecified)	0.1	13.3
COc1ccc(S(=O)(=O)Nc2cccc(Cl)c2)cc1OC	-0.8	5.3
Cc1cccc(N2C(=O)CC(Sc3nc(C)cc(C)n3)C2=O)c1 (stereo unspecified)	0.6	4.5
Cn1nc(-c2ccc(N3CCOCC3)c(NS(=O)(=O)c3ccccc3)c2)c2ccccc2c1=O	-0.6	0.0
Oc1ccc(-n2nnnc2SCc2ccccc2Br)cc1	-13.0	.
COc1ccc(N2CC(C(=O)Nc3nnc(SCC(=O)NCC4CCCO4)s3)CC2=O)cc1 (stereo unspecified)	0.3	2.4
COc1ccc(C(=O)C(C)[n+]2ccc(C)c3ccccc32)cc1[N+](=O)[O-] (stereo unspecified)	-0.7	10.3

3 of the compounds above, in markdown:
| mol | STK33 kinase inh | OX1R antag |
| --- | --- | --- |
| Cn1nc(-c2ccc(N3CCOCC3)c(NS(=O)(=O)c3ccccc3)c2)c2ccccc2c1=O | -0.6 | 0.0 |
| CCC(NS(=O)(=O)c1ccc(C)cc1)C(=O)N1CCOCCOCCOCC1 (stereo unspecified) | 0.1 | 13.3 |
| COc1ccc(C(=O)C(C)[n+]2ccc(C)c3ccccc32)cc1[N+](=O)[O-] (stereo unspecified) | -0.7 | 10.3 |

More results.
SMILES	STK33 kinase inh	OX1R antag
CN(c1ccc(C(=O)NCc2ccccn2)cc1)S(C)(=O)=O	0.1	5.4
COc1ccc(NS(=O)(=O)c2ccc(N3CCOCC3)c(NC(=O)c3ccccc3Br)c2)cc1	1.2	8.3
COc1cc(C2NC(=O)NC(O)(C(F)(F)F)C2C(=O)c2ccc(Cl)cc2)ccc1O (stereo unspecified)	-0.8	17.6
CCCc1cc(=O)[nH]c(SCC(=O)Nc2ccc(C(=O)Nc3ccccc3OC)cc2)n1	-1.2	14.2
Cc1ccc(SC2=C(C(=O)O)CCCC2)cc1	-1.2	2.0
CCNC(=S)Nc1ccc(NC(=O)c2ccccc2O)cc1	2.4	1.7
Cc1cc(=O)n2[nH]c(SCc3ccc(Cl)cc3)nc2n1	-1.3	6.2
COc1ccccc1NC(CC(=O)c1ccccc1)C(=O)OCC(=O)c1ccc(F)cc1 (stereo unspecified)	-1.4	9.3
Cc1ccc(-n2nnnc2SCc2nnc(-c3ccccc3Br)o2)cc1	0.0	19.0
Cc1ccc(C)c(NC(=O)C2CCCN(S(=O)(=O)c3c(C)nn(C)c3C)C2)c1 (stereo unspecified)	-0.6	19.4
Cc1ccccc1-n1ncc2c1CC(C)(C)CC2NC(=O)CSc1ccncc1 (stereo unspecified)	-1.8	13.5
CCCN(C(=O)CSCc1ccc(Cl)cc1)c1c(N)n(Cc2ccccc2)c(=O)[nH]c1=O	-1.1	18.2
CCOC(=O)C1=CN(Cc2cccc(F)c2)S(=O)(=O)N(C)C1CCc1ccccc1 (stereo unspecified)	.	18.0
Cc1ccc(C)c(NC(=S)N(CCc2nc3cc(C)c(C)cc3[nH]2)Cc2cccnc2)c1	0.0	12.0
CC(=NCC1CCCO1)c1c(O)[nH]c(=O)[nH]c1=O (stereo unspecified)	0.1	28.4
Cc1ccc(NC(=O)CC2C(=O)N(Cc3ccccc3)C(=S)N2NC(=O)c2ccccc2)c(C)c1 (stereo unspecified)	0.3	17.0
NC(=O)C1(N2CCCCC2)CCN(C(=S)Nc2ccc(F)cc2)CC1	0.2	0.5
NC(=O)Cc1c[nH]c2cccc(O)c12	-1.1	23.2
Cc1cc2nsnc2c(S(=O)(=O)N2CCN(C)CC2)c1C	2.0	42.0*
CCN(CC)c1ccc(NC(=O)CSc2nc(C3CC3)nc3ccccc23)cc1C	0.2	4.8
Cc1ccsc1/C=N/NC(=S)NCCc1ccccc1	1.8	8.2
c1ccc2c(c1)nnn2CNc1nccs1	-0.6	4.8
NC(=O)CSc1ccc(S(=O)(=O)N2CCOCC2)cn1	.	0.6
Cc1[nH]c2ccc(OC(=O)N3CCOCC3)cc2c1C(=O)OC(C)C	-1.4	18.5
CC1(C)CC(=O)C2=C(C1)N=c1s/c(=C/c3ccc(F)c(F)c3)c(=O)n1C2c1ccc(F)cc1 (stereo unspecified)	-1.9	-4.5
CC(=O)C1=C(C)NC(SCC(=O)c2ccc(C)cc2)=C(C#N)C1c1ccco1 (stereo unspecified)	1.0	8.1
N=C1S/C(=C\c2ccco2)C(=O)N1c1ccc2c(c1)OCO2	0.3	9.5
CCOC(=O)c1sc(=S)n(Cc2ccccc2)c1N	0.1	5.6
Cn1c(=S)[nH]c2cccnc21	-0.8	10.1
OC(CNCc1ccccc1)c1ccccc1 (stereo unspecified)	-2.1	11.4

Reprinted at random: 6 records from the list
SMILES	STK33 kinase inh	OX1R antag
Cc1ccsc1/C=N/NC(=S)NCCc1ccccc1	1.8	8.2
c1ccc2c(c1)nnn2CNc1nccs1	-0.6	4.8
CCOC(=O)c1sc(=S)n(Cc2ccccc2)c1N	0.1	5.6
NC(=O)CSc1ccc(S(=O)(=O)N2CCOCC2)cn1	.	0.6
CC(=O)C1=C(C)NC(SCC(=O)c2ccc(C)cc2)=C(C#N)C1c1ccco1 (stereo unspecified)	1.0	8.1
OC(CNCc1ccccc1)c1ccccc1 (stereo unspecified)	-2.1	11.4

Carrying on:
SMILES	STK33 kinase inh	OX1R antag
CC(C)CNC(=O)c1ccc(NC(=O)c2ccccc2[N+](=O)[O-])cc1	-2.4	35.3
CCO[C@H]1OC(C(=O)NCc2nc3ccccc3[nH]2)=C[C@@H](c2ccc(Br)cc2)[C@@H]1CCCO	0.5	18.1
Cc1ccccc1C(=O)NC(CC(C)C)C(=O)Nc1cccc(S(=O)(=O)N(C)C)c1 (stereo unspecified)	-1.0	10.7
COc1ccc(N2CCN(CCNC(=O)c3nnc(Cc4c(F)cccc4Cl)o3)CC2)cc1	-0.4	8.9
COc1ccccc1N(C)C(=O)c1cc(S(=O)(=O)N2CCCC2)cn1C	-0.9	8.7
CC1CN(C(=O)CCC(=O)NC(C)c2ccccc2)c2cc(Cl)ccc2O1 (stereo unspecified)	-1.3	9.3
CC(C)(CCC(=S)N1CCOCC1)C1CCCCC1	-1.4	32.6
COC(=O)Nc1ccc2c(c1)N(C(=O)CCN(C)C)c1ccccc1CC2	0.8	17.0
CC(=O)c1cc(C#N)c(SCc2ccccn2)nc1C	-1.0	5.0
CCOC(=O)c1ccc2c(c1)nc(SCc1cn3ccsc3n1)n2CC	-0.5	22.4

Reformatted in markdown: entries from further up
| mol | STK33 kinase inh | OX1R antag |
| --- | --- | --- |
| Oc1ccc(-n2nnnc2SCc2ccccc2Br)cc1 | -13.0 | . |
| CC1(OC(=O)c2cccs2)C(=O)C=C2C=C(c3ccsc3)OC=C2C1=O (stereo unspecified) | 0.5 | 4.1 |
| CCO[C@H]1OC(C(=O)NCc2nc3ccccc3[nH]2)=C[C@@H](c2ccc(Br)cc2)[C@@H]1CCCO | 0.5 | 18.1 |
| O=C1CCCCC1C(=O)c1cn(-c2ccc(Cl)c(Cl)c2)nn1 (stereo unspecified) | -3.0 | 14.6 |

Continuation:
SMILES	STK33 kinase inh	OX1R antag
COC(=O)CCCC1=CC2=CC(=O)C(C)(OC(=O)c3ccc(Cl)nc3)C(=O)C2=CO1 (stereo unspecified)	-0.6	5.8
CCN(CC(=O)Nc1ccc2c(c1)OCCO2)C(=O)c1ccc([N+](=O)[O-])s1	-0.1	28.1
Cc1cccc(N(CC(=O)NC(C)(C)C)C(=O)CNC(=O)c2cccs2)c1	-1.0	12.0
COc1cccc(C(=O)N2CCCC(c3nc(-c4cccs4)no3)C2)c1 (stereo unspecified)	-2.7	30.9
O=C(CCc1nnc(COc2ccccc2)o1)NC1(c2ccccc2)CC1	3.5	5.5
O=C(Nc1ccncc1)Nc1cccc(C(F)(F)F)c1	-5.1	5.2
Cn1c2ccccc2c(=O)n2c(=O)c3ccccc3cc12	2.2	28.7
CCOc1ccc(OCC(=O)Nc2nccs2)cc1	11.6	27.6
COc1cc2c(cc1NC(=O)C(C)OC(=O)/C=C/c1ccc(OC(F)F)cc1)oc1ccccc12 (stereo unspecified)	-0.8	14.7
CN(Cc1cn[nH]c1-c1ccc2c(c1)OCO2)C1CCOCC1	-0.2	7.3
COc1ccc(NC(=O)c2cc3c(Cl)nc4ccccc4c3s2)c(OC)c1	-0.6	-1.8
CN1CCN(/N=C/c2nc(-c3cccc([N+](=O)[O-])c3)n3ccccc23)CC1	2.4	56.3
CCOC(=O)Nc1ccc2c(COC(=O)c3ccccc3O)cc(=O)oc2c1	-0.4	44.1
CCCOC(=O)c1ccc(NC(=O)CCC(=O)OCC)cc1	-1.4	10.1
COc1ccc(Cl)cc1S(=O)(=O)n1ccnc1C(C)C	-1.0	15.4
CCOc1cc(/C=N\NC(=O)Cc2ccccc2)ccc1OCC(=O)Nc1ccc(C)c(C)c1	2.9	10.5
O=C(c1ccc(F)cc1)N1CCN(C2CCC(c3ccccc3)CC2)CC1 (stereo unspecified)	2.4	15.5
COC(=O)c1c(F)c(F)c(N2CCOCC2)c(F)c1F	-1.5	11.9
COc1ccc(C(=O)N(Cc2cccs2)C2CCS(=O)(=O)C2)cc1 (stereo unspecified)	-1.2	1.3
COc1ccccc1C(C(=O)NC1CCCC1)N(C(=O)c1csnn1)C1CC1 (stereo unspecified)	6.1	8.8
Cc1c(C)n(C(=O)CSc2nncn2C)c2ccccc12	-0.2	19.0
C/C(Cn1nnc([N+](=O)[O-])n1)=N\NC(=O)c1cccc(Cl)c1	-2.4	24.0
